Source: PubChem
OXTR ag – agonists of human oxytocin receptor; 320,000 tested, 0.32% active; AID 2435; activation, % at 3 µM; CHO-OTR cells, Fluo-8 calcium fluorescence; normalized: DMSO 0%, oxytocin 100%; P30559;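 active = activation above the mean of all tested compounds plus 3 SD, cutoff set per screening run, cut at about 20% in these data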;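 also: peak over basal fluorescence ratio from a 100 s FLIPR kinetic read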
Target sequence (P30559 whole entry, looked up): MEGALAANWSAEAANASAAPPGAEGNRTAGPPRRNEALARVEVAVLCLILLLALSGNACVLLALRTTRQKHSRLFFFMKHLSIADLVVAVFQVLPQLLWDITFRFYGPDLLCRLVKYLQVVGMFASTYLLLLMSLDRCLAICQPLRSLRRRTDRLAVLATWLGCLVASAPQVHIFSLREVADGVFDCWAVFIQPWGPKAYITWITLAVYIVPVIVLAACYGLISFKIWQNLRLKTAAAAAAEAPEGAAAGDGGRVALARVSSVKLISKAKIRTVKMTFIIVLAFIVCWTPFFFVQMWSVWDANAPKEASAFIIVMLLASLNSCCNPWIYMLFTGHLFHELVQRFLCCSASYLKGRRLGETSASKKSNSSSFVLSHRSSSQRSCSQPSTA
PHOSPHO1 block – blocks human PHOSPHO1 phosphatase activity | Q8TCT1 | recombinant PHOSPHO1, absorbance phosphatase assay | inhibition, % at 13.3 µM | 290,000 tested, 1.1% active | AID 1565; in the data active = inhibition above about 60%
Target sequence (Q8TCT1 whole entry, looked up): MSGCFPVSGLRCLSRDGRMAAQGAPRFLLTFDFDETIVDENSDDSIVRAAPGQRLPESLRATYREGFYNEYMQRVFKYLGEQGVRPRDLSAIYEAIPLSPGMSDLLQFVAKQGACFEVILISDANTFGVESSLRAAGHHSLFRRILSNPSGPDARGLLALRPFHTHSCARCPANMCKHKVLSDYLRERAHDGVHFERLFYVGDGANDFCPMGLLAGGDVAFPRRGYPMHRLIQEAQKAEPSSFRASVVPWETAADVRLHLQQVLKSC
MEKK2 WT-MEK5 – raises or lowers MEK5 binding to wildtype human MEKK2 PB1 domain; Q9Y2U5; bead flow cytometry, Alexa488-MEK5 binding to MEKK2 WT; actives lie on both sides; binding response (% of control), % at 10 µM; 290,000 tested, 1.1% active; AID 1531; in the data active = binding response below about 67% or above about 130%
NALP1 yeast inh – blocks the NALP1 inflammasome reconstituted in yeast | S. cerevisiae NALP1/ASC/caspase-1 growth, X-gal OD620, 72 h | inhibition, % at 10 µM | 280,000 tested, 0.61% active | AID 2071; in the data active = inhibition mostly above about 24%, no sharp cut-off; inactive = mostly below about 32%; also: some compounds called inactive have numbers as strong as hits
MEKK3 PB1 HTS – MEKK3-MEK5 PB1 interaction, increase or decrease; 290,000 tested, 1.4% active; binding response (% of control), % at 10 µM; Q99759; bead-based flow cytometry, Alexa488-MEK5 binding to MEKK3; actives lie on both sides; 0 = blocked by unlabeled MEK5, 100 = vehicle;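 active = binding response more than 3 SD above or below the average of its plate-row segment, actives on both sides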;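 also: Alexa488 bead fluorescence after subtracting the streptavidin-only scavenger bead signal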
V1R ag counter – V1a receptor agonism, counter-screen for OXTR agonists. CHO-V1R cells, Fluo-8 calcium fluorescence, agonist mode; 0% DMSO, 100% 3 nM vasopressin. activation, % at 3 µM. 320,000 tested, 0.25% active. AID 2797;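 active = activation above the mean activation of all tested compounds plus 3 SD, per screening run, cut at about 20% in these data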;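 also: signal is peak over basal fluorescence ratio across a 100 second FLIPR read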
GPR7 antag – human neuropeptides B/W receptor 1 antagonism; P48145; GPR7-expressing cells, fluorescence antagonist assay; inhibition, % at 4.4 µM; 290,000 tested, 1.1% active; AID 1861; in the data active = inhibition above about 16%, passing the limit was not always enough;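 also: cells stimulated with the agonist NPW; 0% = agonist with vehicle and 100% = vehicle without agonist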
MEKK2 mut-MEK5 – signal of MEK5 binding to mutant human MEKK2 PB1 domain | 290,000 tested, 0.35% active | percent response, % at 10 µM | bead flow cytometry, Alexa488-MEK5 binding to MEKK2 mutant; in the data active = percent response above about 24%, passing the limit was not always enough; also: inactives centre near 1; some results filed as inactive read as strong as hits; reference of the scale not given here
GalR3 antag – antagonists of human GalR3. O60755. HEK293 GalR3-CNG cAMP membrane potential fluorescence; galR3 body fused to GalR1 C-terminus. inhibition, % at 3 µM. 360,000 tested, 0.44% active. AID 651719;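 active = inhibition above the screen-wide average plus 3 SD, cut at about 13% in these data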;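 also: forskolin and galanin both at EC90 stimulate the cells; cAMP rise reported by CNG channel membrane potential dye signal; 0% = forskolin plus galanin with DMSO and 100% = forskolin alone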
Target sequence (O60755 1-299 limits assumed): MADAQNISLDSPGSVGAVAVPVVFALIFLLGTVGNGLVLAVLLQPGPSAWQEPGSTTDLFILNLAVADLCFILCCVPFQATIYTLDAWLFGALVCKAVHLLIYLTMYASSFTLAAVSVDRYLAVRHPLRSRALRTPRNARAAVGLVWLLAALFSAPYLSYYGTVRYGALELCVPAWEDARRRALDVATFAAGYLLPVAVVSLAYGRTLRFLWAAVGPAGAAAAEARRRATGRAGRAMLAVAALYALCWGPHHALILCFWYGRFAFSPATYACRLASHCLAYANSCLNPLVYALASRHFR
Numbers without * were called inactive; . = not tested or not shown; [ ] = remark or other dose.

SMILES	OXTR ag	PHOSPHO1 block	MEKK2 WT-MEK5	NALP1 yeast inh	MEKK3 PB1 HTS	V1R ag counter	GPR7 antag	MEKK2 mut-MEK5	GalR3 antag
O=C(NCC1CCCO1)c1ccc(S(=O)(=O)N2CCCCC2)cc1 (configuration not stated)	1.6	-17	100	6	99	1.1	4	-1	-2
CCn1c(=O)c(C)nn2c3ccccc3nc12	0.6	-23	99	4	100	-1.1	7	-4	-5
Cc1cc(C)c(S(=O)(=O)N2CCCC(C(=O)NCc3ccncc3)C2)c(C)c1 (configuration not stated)	-0.2	32	102	10	101	0.2	-3	-2	0
O=C(Nc1nc2c(s1)C(=O)CCC2)c1ccccc1	0.3	-7	108	-1	107	3.2	1	5	-1
O=[N+]([O-])c1ccccc1/C=N/N1CCN(c2ccccn2)CC1	-0.3	11	100	-31	99	-0.3	-2	3	1
COc1cc(NC(=O)c2cc3sccc3n2C)cc(OC)c1	-2.2	6	103	9	103	-1.3	1	2	-7
CCN(CC)CCCNC(=O)c1cc2c(=O)n(C)c3ccccc3c2n1C	0.5	-15	104	-21	100	0.7	-8	1	-5
COc1cc(C)ccc1OCCOCCOc1ccc([N+](=O)[O-])cc1	-2.1	-38	105	58	134*	-1.2	16	1	-4
O=C(CCN1CCN(CCO)CC1)Nc1ccc(F)c(F)c1	0.5	-30	98	0	98	0.0	-13	2	-4
O=C(NCc1ccccc1Cl)C1CCC(=O)N(CCCN2CCCC2=O)C1 (configuration not stated)	-0.2	32	112	-13	104	-0.3	-13	8	-2
O=C(O)C1C2C=CC3(CN(Cc4ccco4)C(=O)C13)O2 (configuration not stated)	-0.4	-18	99	-7	99	0.1	-10	-1	-2
CCCc1sc(N)nc1-c1ccc(Cl)cc1	-1.7	3	108	30	99	-1.0	8	8	-6
O=C(CCNC(=O)C1CCN(S(=O)(=O)c2ccccc2)CC1)NCCc1cccc(F)c1	-1.0	21	102	-19	99	-0.2	-4	3	-8
CN(C)CCn1ccc(O)c(Cc2ccc(Cl)cc2)c1=O	1.0	.	104	-5	100	0.8	-6	4	-5
O=C(O)CSc1nc(-c2cccs2)cc(C(F)(F)F)n1	-0.4	41	106	-2	119	0.3	-2	0	-1
C=CCOc1cccc(C2/C(=C(/O)c3ccc(F)cc3)C(=O)C(=O)N2CCN2CCOCC2)c1 (configuration not stated)	0.5	19	103	14	104	0.3	-7	3	-4
O=C(Cc1ccccc1)N/N=C/c1cc2c(cc1Cl)OCO2	6.5	-5	88	14	82	6.5	-8	-4	-3
COc1ccc(/C=C/C(=O)N[C@H](C(=O)O)C(C)C)cc1	0.3	8	94	1	100	-0.6	-6	2	0
Cc1ccc2c(c1)N(CC(=O)c1cccc(Cl)c1)C(=O)C(C)O2 (configuration not stated)	-1.9	6	99	-41	98	-1.6	-15	1	-6
OC(CNCCc1ccccc1)COc1ccc(OCC(O)CNCCc2ccccc2)cc1 (configuration not stated)	1.5	40	172*	7	98	0.9	32*	40	-2

Exported with two lines to a compound: part of the list above.
Under each structure: OXTR ag, PHOSPHO1 block, MEKK2 WT-MEK5, NALP1 yeast inh, MEKK3 PB1 HTS, V1R ag counter, GPR7 antag, MEKK2 mut-MEK5, GalR3 antag
COc1cc(C)ccc1OCCOCCOc1ccc([N+](=O)[O-])cc1
 : -2.1, -38, 105, 58, 134*, -1.2, 16, 1, -4
O=C(O)CSc1nc(-c2cccs2)cc(C(F)(F)F)n1
 : -0.4, 41, 106, -2, 119, 0.3, -2, 0, -1
OC(CNCCc1ccccc1)COc1ccc(OCC(O)CNCCc2ccccc2)cc1 (configuration not stated)
 : 1.5, 40, 172*, 7, 98, 0.9, 32*, 40, -2

The results go on:
SMILES	OXTR ag	PHOSPHO1 block	MEKK2 WT-MEK5	NALP1 yeast inh	MEKK3 PB1 HTS	V1R ag counter	GPR7 antag	MEKK2 mut-MEK5	GalR3 antag
O=C(c1ccccc1)N1CCN(c2ccc([N+](=O)[O-])c(NCc3cccnc3)c2)CC1	-3.4	-12	99	22	98	0.5	-3	1	5
O=C1CCCC(O)=C1C=NCc1ccccc1	-0.5	42	90	4	92	-0.8	1	-10	4
COCC(C)N=C1NN=C(c2ccc(NC(C)=O)cc2)CS1 (configuration not stated)	0.5	-83	99	-8	82	0.1	-10	-1	2
CN(CC(=O)NCc1ccc(F)cc1)CC(=O)Nc1ccc(Cl)c(C(F)(F)F)c1	16	27	100	16	97	29*	28*	3	-2
Cc1cc(Br)ccc1SCC(=O)N1CCN(S(=O)(=O)c2ccccc2)CC1	0.1	20	100	1	100	1.7	-9	9	-2
O=C(NNS(=O)(=O)c1ccccc1)C(O)(c1ccccc1)c1ccccc1	0.5	-10	105	28	104	1.4	-13	3	-11
Cc1cc(OCC(=O)N(C(C)C)C(C)C)ccc1Cl	-1.0	23	99	13	103	-0.2	-9	0	-3
COc1ccc(-c2cc(C(F)(F)F)nc(NCc3cccs3)n2)cc1	0.2	-3	101	29	99	2.2	-7	-2	-2
CCOC(=O)c1c(C)[nH]c(C)c1C(=O)COC(=O)c1cc(OC)c(OC)cc1OC	1.1	32	109	-2	113	1.0	-4	-2	1
O=C(c1ccc(Br)cc1)N(c1ccccn1)C1CCCCC1	-2.1	15	99	.	96	-1.3	-7	-8	-7
COC/C=C/C1=CC2=CC(=O)C(C)(OC(=O)C3CCCC3)C(=O)C2=CO1 (configuration not stated)	0.6	22	90	-11	96	-0.4	.	1	1
O=C(CCn1[nH]c(=O)c2ccccc2c1=O)OC1CCCCC1	-0.8	-9	102	34	105	-1.0	-5	3	2
Cc1cccc(NC(=O)Nc2cccc(F)c2)n1	-2.2	14	101	-2	103	-1.8	3	6	-3
CN1c2ccccc2-c2nc3ccccc3n2C1c1cccs1 (configuration not stated)	-2.5	7	105	46	181*	0.0	-8	0	-4
COc1ccc(CCNC(=O)COC(=O)c2cccs2)cc1OC	1.8	44	97	7	99	1.6	1	-1	-8
CN(Cc1ccccc1)C(=O)COc1ccc(Br)cc1Cl	-1.7	32	95	.	91	-1.1	-9	-23	-2
C=CCNC(=O)c1ccncc1	0.5	-3	104	14	105	1.3	-9	3	-2
CC(=O)N1CCCc2cc(S(=O)(=O)NC(C(=O)NC(C)c3ccccc3)C(C)C)ccc21 (configuration not stated)	-0.7	4	99	1	101	-0.8	-10	0	-3
O=C(NCc1ccccc1F)C1CCN(S(=O)(=O)c2ccccc2)CC1	-0.3	35	104	28	105	3.3	15	0	-5
O=C(c1cc2ccccc2oc1=O)N(Cc1ccccc1)C1CCS(=O)(=O)C1 (configuration not stated)	-0.3	57	109	-1	106	1.1	-6	6	-2
O=C(N/N=C/C1C(c2ccccc2)C1(Cl)Cl)c1cccc(Cl)c1 (configuration not stated)	-1.8	7	103	19	105	-1.4	8	12	-9
CCOCCOC(=O)CCSc1n[nH]c(=O)[nH]c1=O	0.9	13	87	-11	87	1.5	-4	-1	0
Cn1c(CS(=O)Cc2c(Cl)cccc2Cl)nnc1SCc1ccc(Cl)cc1 (configuration not stated)	6.1	-10	50	32	34*[inhibitor]	4.4	23	-26	-6
Nc1cc(=O)[nH]c(SCC(=O)N2CCc3ccccc3C2)n1	0.5	31	103	13	104	0.5	-2	3	-1
CCOc1ccc2oc(C(=O)Nc3ccc(N4CCOCC4)cc3)c(C)c2c1	0.2	2	96	22	96	0.9	-11	1	-6
CCOC(=O)CC(NC(=O)c1ccco1)c1ccc(OC)cc1 (configuration not stated)	0.1	-7	104	11	111	0.3	-6	4	-3
Nc1ccc2oc(=O)c(-c3ccccc3)cc2c1	-1.7	18	102	19	101	0.3	5	-1	-5
O=C(CC1C(=O)NC2CCCCC2N1C(=O)c1ccc(F)cc1)Nc1ccccc1 (configuration not stated)	0.0	20	97	-1	96	0.8	1	-2	8
CCOc1cccc(OCCCCn2ccnc2)c1	-0.7	3	113	.	111	0.6	6	7	-2
Cc1ccc(C)c2[nH]c(=O)c(CN(CCN3CCCC3)C(=O)Nc3ccc(F)cc3)cc12	-1.2	-6	125	41	99	0.5	-5	8	-2
COC(=O)c1ccc(NC(=O)Cn2cnc3c(nnn3-c3cccc(OC)c3)c2=O)cc1	3.3	0	102	4	106	1.5	-6	14	.
O=C(C1CCC(=O)N(C2CC2)C1)N1CCN(c2ccc(Cl)cc2)CC1 (configuration not stated)	0.1	20	104	26*	105	1.8	-18	9	-4
CCC(CC)NC(=O)COC(=O)c1ccc(NS(=O)(=O)c2ccc3c(c2)OCCO3)cc1	2.4	0	.	25	.	4.7	5	.	3
COc1ccc(C2NC(=O)c3ccccc3O2)cc1 (configuration not stated)	-0.1	.	106	5	103	0.1	-5	5	-9
COc1ccc(NS(=O)(=O)c2ccc(NC(=O)c3cnn4c(C(F)F)cc(-c5ccc(C)cc5)nc34)cc2)cc1	.	33	95	8	101	.	3	6	.
COc1ccc(C(=O)Nc2nnc(Cc3ccccc3)s2)c(OC)c1	-0.6	-7	102	12	101	-0.4	6	-1	-4
Cc1ccnc(NS(=O)(=O)c2ccc(NC(=O)c3cc(-c4ccccc4)nc4ccccc34)cc2)n1	1.0	-16	99	20	107	-0.1	-8	3	1
CNC(=O)C1=NCCCc2cc(OC)c(OC)cc21	1.2	-27	102	9	104	-0.1	0	8	-7
C/C(=N\NC(=O)c1cccnc1)c1ccc(-c2ccccc2)cc1	-1.2	3	94	2	99	-0.5	-5	-11	-4
Cc1cc(NC(=O)CSc2nnnn2-c2ccc(F)cc2)no1	0.2	36	97	9	99	1.3	4	3	-10
CN1CCN(C(=O)c2cnn3c(C(F)(F)F)cc(-c4cccs4)nc23)CC1	-0.9	-8	97	35	93	0.5	-2	-1	-5
Nc1nnc(Cc2ccc(Cl)cc2)s1	0.8	25	104	27	105	1.5	-2	4	2
CC(=O)N1N=C(c2ccco2)CC1c1cccs1 (configuration not stated)	0.7	-10	102	24	105	2.5	-14	3	-8
Cc1c(C(=O)NCCCN2CCOCC2)sc2nc(-c3ccccc3)cn12	1.3	0	.	-55	.	2.3	-2	.	.
O=C(Nc1ccc(Cl)cc1)Nc1cccc(C(=O)O)c1	0.7	19	96	22	99	1.2	-6	-1	-1
CCOC(=O)N1CCN(C(=O)/C(=C/c2cccs2)NC(=O)c2ccc(OC)c(OC)c2)CC1	2.0	23	95	-2	96	1.3	-3	-8	-7
Cc1c(N(C(=O)CNC(=O)c2ccccc2)C2(C(=O)NC3CCCC3)CCCCC2)c(=O)n(-c2ccccc2)n1C	0.0	9	94	11	97	-0.1	-7	-6	-9
COc1ccc(-c2csc(NC(=O)Nc3ccccc3)n2)cc1	3.7	27	103	16	103	8.8	0	4	-11
CN(C)C(=O)c1cn(-c2ccc(Cl)cc2)c(=O)c2ccccc12	-0.3	-4	106	10	110	0.6	9	3	-5
CCC(=O)N1c2ccc(S(=O)(=O)NCCc3ccc(OC)c(OC)c3)cc2CC1C (configuration not stated)	3.0	-4	97	-7	97	4.7	3	-2	3
Cc1cc(NC2CCCCC2)nc(-c2ccccc2O)n1	-2.3	28	103	-14	99	-1.2	-20	1	-5
O=C(N/N=C/c1ccc(O)cc1)Nc1cccc2nsnc12	1.0	32	95	-5	100	-0.5	-22	-6	0
CCOC(=O)Cn1c(=S)[nH]c2c(oc3ccc(Cl)cc32)c1=O	0.3	93*	99	0	99	0.6	-1	4	4
COc1ccccc1C(=O)NC(=S)N1CCCc2ccccc21	-1.1	-125	104	-10	102	-1.3	-14	3	-7
